# PfHsp40 yeast: restores yeast growth despite PfHsp40 toxicity; growth rescue, % at 12.5 µM; AID 504582; 340,000 compounds, 0.68% hits; S. cerevisiae expressing PfHsp40, growth rescue, ATP luminescence; in the data active means growth rescue above about 28%, passing the limit was not always enough; inconclusive means no clear call, values can overlap the other calls;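 further: yeast W303a lacking pdr1 and pdr3 grown in galactose medium; growth measured after three days at 30 °C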
# BoNT A protease: inhibitors of Botulinum neurotoxin A light chain protease | inhibition, % at 10 µM | AID 588499 | 360,000 compounds, 0.17% hits | multiplex microsphere protease substrate cleavage, flow cytometry; further: plate controls were buffer without enzyme for full effect and enzyme alone for no effect
# FadD28 FP inh: M. tuberculosis FadD28 bisubstrate binding inhibition. FadD28 bisubstrate probe binding, fluorescence polarization. inhibition, % at 12.5 µM. 360,000 compounds, 0.22% hits; in the data active means inhibition above about 8.5%, passing the limit was not always enough; inconclusive means no clear call, values can overlap the other calls
# BoNT-F LC inh: blocks Botulinum neurotoxin F light chain protease; 360,000 compounds, 0.22% hits; inhibition, % at 10 µM; Multiplex microsphere protease cleavage assay, flow cytometry; AID 588497; in the data active means inhibition above about 35%, passing the limit was not always enough; inconclusive means no clear call, values can overlap the other calls; further: plate controls were buffer without enzyme for full effect and enzyme alone for no effect
# PrPC surface inh: inhibitors of human cell surface prion protein PrPC; P04156; TR-FRET read-out; inhibition, % at 13.8 µM; 370,000 compounds, 0.43% hits; AID 720596; in the data active means inhibition above about 24%; further: 0% = median of the test wells and 100% = reference compound wells
# Anthrax LF inh2: blocks Bacillus anthracis lethal factor protease; P15917; multiplex microsphere protease cleavage assay, LF; inhibition, % at 10 µM; 360,000 compounds, 0.12% hits; AID 588501; further: plate controls were buffer without enzyme for full effect and enzyme alone for no effect
# Target sequence (P15917 whole entry, looked up): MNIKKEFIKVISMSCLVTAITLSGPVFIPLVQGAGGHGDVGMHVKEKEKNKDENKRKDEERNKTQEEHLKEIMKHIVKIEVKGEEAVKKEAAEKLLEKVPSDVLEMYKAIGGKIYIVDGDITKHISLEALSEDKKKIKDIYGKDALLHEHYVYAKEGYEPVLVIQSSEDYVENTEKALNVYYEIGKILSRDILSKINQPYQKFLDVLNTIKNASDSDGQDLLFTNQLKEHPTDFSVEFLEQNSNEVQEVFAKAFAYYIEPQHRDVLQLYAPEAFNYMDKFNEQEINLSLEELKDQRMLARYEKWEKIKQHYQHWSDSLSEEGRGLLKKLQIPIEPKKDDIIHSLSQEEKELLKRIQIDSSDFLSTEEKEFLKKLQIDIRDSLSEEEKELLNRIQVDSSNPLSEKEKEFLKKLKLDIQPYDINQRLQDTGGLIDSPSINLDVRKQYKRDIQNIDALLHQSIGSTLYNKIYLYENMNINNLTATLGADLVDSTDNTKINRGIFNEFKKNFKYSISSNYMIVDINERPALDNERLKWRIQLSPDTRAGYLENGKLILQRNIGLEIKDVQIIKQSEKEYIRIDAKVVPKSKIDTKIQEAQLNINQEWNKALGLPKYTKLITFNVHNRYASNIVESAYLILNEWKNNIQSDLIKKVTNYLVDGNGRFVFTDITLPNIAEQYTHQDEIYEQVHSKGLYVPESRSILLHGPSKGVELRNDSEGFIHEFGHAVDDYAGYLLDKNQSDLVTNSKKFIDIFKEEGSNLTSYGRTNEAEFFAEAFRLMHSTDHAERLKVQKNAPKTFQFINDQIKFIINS
# Yp Topo-I inh: inhibitors of Yersinia pestis topoisomerase I; activity, % at 10 µM; 360,000 compounds, 0.064% hits; AID 504884; Y. pestis Topo-I cleavage product accumulation, plate reader; in the data active means activity above about 50%, passing the limit was not always enough; inconclusive means no clear call, values can overlap the other calls; further: inactives centre near 2
# TcdB GH inh: blocks C. difficile toxin B glycohydrolase activity; AID 652162; inhibition, % at 9.99 µM; TcdB glycohydrolase enzymatic assay, plate reader; 350,000 compounds, 0.24% hits; in the data active means inhibition above about 10%
# CCHFV vOTU inh: blocks the CCHF virus ovarian tumor domain protease. inhibition, % at 11.5 µM. CCHFV vOTU protease, Pep-AMC fluorescence. AID 651958. 370,000 compounds, 0.55% hits; in the data active means inhibition above about 30%; further: 0% = vehicle wells with enzyme and 100% = no enzyme wells
# The depositor's hits bear a star; ? = inconclusive; . = no result given; & = joins results of further samples. Unless noted, no stated cut-off is given here; in the data, active means inhibition above about 30%; inconclusive means no clear call, values can overlap the other calls; inactive means below that.
# Fields – PfHsp40 yeast | BoNT A protease | FadD28 FP inh | BoNT-F LC inh | PrPC surface inh | Anthrax LF inh2 | Yp Topo-I inh | TcdB GH inh | CCHFV vOTU inh
1) CCn1c(SCC(=O)Nc2cc(C)on2)nc2c(c1=O)SC(C)C2 (stereo not drawn)
→ -1.7 | 0.3 | -0.7 | -6.2 | -6.2 | -4.6 | 5.5 | . | 14.8
2) Cc1ccc(C(O)(C(=O)NNC(=O)CN2CCN(C)CC2)c2ccc(C)cc2)cc1
→ 1.1 | 0.0 | -1.6 | -5.6 | 7.0 | -2.9 | -3.0 | -0.4 | 1.3
3) COc1ccccc1CN1CCN(Cc2cc(OC)c(OC)cc2OC)CC1
→ -1.0 | -1.6 | -1.0 | ? | -14.7 | 4.3 | 17.6 | 0.2 | -6.7
4) N#CC(Sc1ccccn1)c1ccc(Cl)cc1Cl (stereo not drawn)
→ -0.5 | -0.9 | -2.8 | -0.1 | -5.4 | 3.0 | -7.4 | 1.6 | -5.8
5) CCc1nn2c(N)c(/C=C3\C=Nc4ccccc43)c(=O)nc2s1
→ -0.7 | 2.0 | 0.1&-0.6 | 12.5 | -2.3&-9.8 | 6.2 | -11.4&-7.1 | 1.5 | 0.9&-8.4
6) Cc1ccc(-c2noc(C3CCCN(C(=O)c4cccc(Cl)c4)C3)n2)o1 (stereo not drawn)
→ 1.1 | -2.3 | -2.6 | -3.5 | -2.4 | 12.7 | 12.4 | 0.6 | 5.8
7) COc1ccc(-c2c(-c3ccc(O)cc3O)n[nH]c2C)cc1OC
→ 0.7 | -1.3 | -3.4 | -10.3 | . | -3.6 | -2.9 | . | .
8) CC1CCN(c2c(NCC3CCC(C(=O)NCCc4ccc(Cl)cc4)CC3)c(=O)c2=O)CC1 (stereo not drawn)
→ -1.1 | . | -2.2 | . | -0.9 | . | -4.1 | 0.9 | 1.6
9) C[C@@H]1CN([C@@H](C)CO)C(=O)CCCn2nncc2CO[C@H]1CN(C)C(=O)Nc1ccnc(N2CCOCC2)c1
→ . | 0.3 | -4.3 | 3.2 | 5.4 | 0.3 | -1.1 | 0.8&-0.7 | -2.8
10) COc1ccc(Nc2nccc3c2nnn3C)cc1
→ 0.1 | -0.2 | -0.3 | -11.3 | 5.4 | -1.7 | 1.8 | . | -1.0
11) O=C(OCc1cn([C@H]2CN(Cc3cccs3)[C@@H](c3ccc(Cl)cc3)C[C@@H]2O)nn1)c1ccccc1
→ . | 0.4 | -1.0 | 1.6 | -1.7 | -3.3 | 14.5 | 1.3 | -0.8
12) O=C(COC(=O)CNC(=O)C1CCCCC1)Nc1cc(C(F)(F)F)ccc1Cl
→ 0.0 | -0.4 | -0.5 | 1.6 | 3.2 | -0.3 | 2.7 | 9.5 | -1.3
13) O=C(CN1CCN(S(=O)(=O)c2ccc3c(c2)OCCO3)CC1)Nc1ccccc1Br
→ 1.0 | 0.1 | -1.9 | -2.7 | 5.3 | -8.4 | 17.2 | 2.6 | -4.3
14) Cc1oc(-c2ccc(Cl)cc2)nc1CS(=O)CC(=O)NC1CCCC1 (stereo not drawn)
→ 0.5 | -0.7 | 0.6 | 1.8 | 5.3 | -2.3 | 4.1 | -2.9 | 9.7
15) Cc1ccc(NC(=S)N(Cc2ccco2)C(C)c2cccs2)c(Cl)c1 (stereo not drawn)
→ 2.6 | 0.1 | -3.5 | -6.9 | -4.7 | -5.4 | 12.8 | -2.4 | 8.9
16) Cc1cc(OC(C)C(=O)NCc2cccnc2)c2c(C)cc(=O)oc2c1 (stereo not drawn)
→ 0.9 | 1.2 | -0.9 | -1.1 | 1.5 | -1.2 | -2.6 | 2.2 | -9.1
17) O=C(NC1CC1)c1cccc(NC(=O)c2cnn(-c3ccccc3)n2)c1
→ 2.1 | 2.4 | -0.8 | 0.1 | -1.8 | -4.9 | -7.8 | 1.7 | -5.0
18) CNC(=O)c1cc2c(-c3ccccc3)nn(C)c2s1
→ -0.6 | 3.8 | -4.3 | -18.8 | -0.6 | 15.9 | 4.9 | 1.6 | -34.0
19) OCc1ccnc2oc3ccccc3c12
→ -1.8 | 0.0 | -0.9 | -6.8 | 0.9 | 2.3 | 5.3 | 0.2 | -13.1
20) Cc1cccc(-c2ccc3ncnc(NCc4cccnc4)c3c2)c1
→ -0.9 | -0.5 | -19.6 | -4.0 | 4.2 | -2.7 | 12.0 | 1.3 | 2.4
21) Cc1ccc(NCc2nnc(SCC(N)=O)o2)c(C)c1
→ 0.2 | -0.6 | 0.1 | -6.1 | 7.2 | -2.4 | 17.3 | -3.3 | -10.6
22) O=C(COCCOCC(=O)N(c1ccccn1)C1CCCCC1)N(c1ccccn1)C1CCCCC1
→ -1.2 | -0.1 | -3.5 | -3.9 | 3.2 | 0.6 | 18.2 | . | 0.9
23) Cc1ccc(-c2csc(N3CCN(c4cc5c(cc4Cl)nc(C(C)N)n5CCCO)CC3)n2)cc1 (stereo not drawn)
→ -1.3 | -0.2 | -0.1 | -4.7 | -8.3 | -6.0 | 4.1 | 0.3 | 8.4
24) CCOc1ccccc1C(O)C1=CC(=O)c2ccccc2C1=O (stereo not drawn)
→ -0.1 | 1.1 | 3.6 | 12.7 | 1.6 | -0.1 | -21.3 | 1.0 | 5.0
25) Cc1nn(CC(=O)N2CCN(c3ccc(Cl)cc3)CC2)c(=O)c2cccn12
→ -1.5 | -0.5 | -1.8 | -7.2 | 5.7 | -1.5 | 6.1 | 1.4 | -5.6
26) CCNc1c(NC(=O)COc2ccc(Cl)cc2)c(=O)oc2ccccc12
→ -0.1 | -1.2 | -2.9 | -9.5 | -6.5 | 0.6 | -5.9 | 0.9 | 9.5
27) C[C@]12CCC(=O)CC1CCC1C2CC[C@]2(C)C(OC(=O)CCC(=O)O)CCC12 (stereo partly drawn)
→ -2.4 | 0.0 | -5.4 | -14.1 | 0.5 | -6.2 | -8.4 | -0.1 | 6.0
28) O=C(Nc1ccc(OC(=O)c2ccncc2)cc1)c1ccncc1
→ 1.9 | 1.3 | 0.6 | 2.0 | -6.7 | -7.9 | -1.7 | . | -3.1
29) O=C(NC(Cc1ccccc1)c1ccc2c(c1)OCCCO2)c1ccccc1F (stereo not drawn)
→ -1.0 | 0.1 | -0.6 | 0.8 | -18.1 | -1.3 | 24.2 | . | -4.8
30) COc1ccc(-c2cc3c(=O)n(CC(=O)Nc4ccc(Cl)cc4)ncn3n2)cc1
→ 0.2 | -1.1 | -3.6 | -2.8 | 4.8 | 0.0 | -2.9 | 0.4 | 5.0
31) COCCNc1nc2nonc2nc1N1C[C@H]2CC[C@H]1C2
→ 0.3 | 0.6 | -0.7 | -3.3 | 1.9 | -4.5 | 13.9 | 0.9 | -2.5
32) CC(NC(=O)c1ccccc1NC(=O)c1ccco1)c1ccccc1 (stereo not drawn)
→ -1.2 | -0.2 | 0.4 | -4.3 | 4.3 | -2.5 | 6.7 | 0.7 | 8.2
33) COc1ccc(NC(=O)COC(=O)c2ccc(OCc3ccccc3Cl)c(OC)c2)c(OC)c1
→ -1.1 | -0.2 | -4.8 | -1.4 | -3.1 | 0.1 | 2.8 | . | 11.5
34) Cc1cc(=O)[nH]c(N/N=C/c2ccc(F)cc2)n1
→ 0.9 | -0.4 | -3.2 | -6.1 | -5.7 | -1.8 | -11.6 | 0.7 | -1.6
35) CC1(C)CC(=S)Nc2ccccc2S1
→ 0.2 | -0.5 | -5.1 | -2.5 | 6.6 | 2.3 | 5.9 | . | -0.2
36) O=C(NCCN1CCOCC1)C1CCC(=O)N1C1CCCCC1 (stereo not drawn)
→ -0.5 | 0.6 | -2.7 | 7.1 | -7.8 | 0.9 | 1.7 | . | 2.5
37) COCC(=O)N1CCc2ccc(NC(=O)c3ccc(C(F)(F)F)cc3)cc2C1
→ 0.7 | 1.7 | -1.1 | -16.1 | 5.1 | -1.2 | -8.7 | -8.5 | 4.2
38) Cc1ccccc1S(=O)(=O)NC(=O)C1(C)CCN1C(=O)Cc1ccc(C(C)(C)C)cc1 (stereo not drawn)
→ . | 0.0 | -1.1 | -6.8 | 3.8 | 1.1 | 6.0 | 0.0 | 6.8
39) COc1ccc(C(=O)COC(=O)C(O)c2ccccc2)c(OC)c1 (stereo not drawn)
→ -1.7 | . | -2.7 | . | -1.2 | . | 0.0 | 0.8 | 15.2
40) C=CCOc1ccc(C=Nc2ccc(OC)cc2)c(O)c1
→ 4.8 | -0.9 | -2.2 | 1.7 | 1.7 | 5.8 | -6.8 | 0.9 | -7.6
41) Cc1snc(S(=O)(=O)/C(C#N)=N/Nc2cccc(C(F)(F)F)c2)c1C#N
→ -0.3 | -0.5 | 3.5 | 0.7 | . | 3.2 | -6.1 | . | .
42) COC(=O)c1cc(C)sc1NC(=O)c1cccnc1
→ -1.0 | -7.2 | -1.3 | -9.7 | -1.5 | -1.4 | 1.0 | . | 3.7
43) CCCC(O)(c1ccc(Cl)cc1)C(CN1CCOCC1)c1ccccc1 (stereo not drawn)
→ 0.4 | -1.0 | -2.7 | -13.3 | -0.2 | -15.9 | 16.3 | 0.7 | 9.6
44) Brc1ccc(CNc2cc3c(cc2Br)OCCO3)cc1
→ 2.7 | -0.4 | 3.8 | -6.1 | -1.9 | 3.3 | 7.6 | -0.1 | 2.9
45) Nc1cnn(C2OC(CO)C(O)C2O)c(=O)n1 (stereo not drawn)
→ 0.6 | -1.3 | -2.2 | 0.5 | 5.1 | -9.8 | -3.9 | 1.0 | 12.2
46) O=C(Nc1ccncc1)Nc1cc(Cl)ccc1Cl
→ -0.9 | -0.3 | -8.9 | 2.6 | 6.6 | 0.8 | -12.7 | 5.0 | 3.3
47) COc1ccc(-c2nc3nc(SC)nn3cc2C)cc1F
→ 0.1 | 0.0 | -3.5 | -0.5 | -2.5 | -1.3 | 5.8 | 0.9 | -13.0
48) COc1ccc(OC)c(CNC(=O)Cc2c(C(=O)O)[nH]c3ccccc23)c1
→ 0.1 | 0.4 | -1.8 | -0.9 | 0.3 | -1.2 | -1.9 | . | 2.8
49) NC(=O)CC(NC(=O)Cc1ccc(Cl)cc1)c1ccc(N2CCN(c3ccccn3)CC2)c([N+](=O)[O-])c1 (stereo not drawn)
→ -0.1 | -0.7 | 0.5 | 4.3 | -7.5 | -3.7 | -3.1 | 0.4 | 3.8

# Exported in transposed form: 10 of the compounds above.
[37] COCC(=O)N1CCc2ccc(NC(=O)c3ccc(C(F)(F)F)cc3)cc2C1
[38] Cc1ccccc1S(=O)(=O)NC(=O)C1(C)CCN1C(=O)Cc1ccc(C(C)(C)C)cc1 (stereo not drawn)
[39] COc1ccc(C(=O)COC(=O)C(O)c2ccccc2)c(OC)c1 (stereo not drawn)
[40] C=CCOc1ccc(C=Nc2ccc(OC)cc2)c(O)c1
[41] Cc1snc(S(=O)(=O)/C(C#N)=N/Nc2cccc(C(F)(F)F)c2)c1C#N
[42] COC(=O)c1cc(C)sc1NC(=O)c1cccnc1
[43] CCCC(O)(c1ccc(Cl)cc1)C(CN1CCOCC1)c1ccccc1 (stereo not drawn)
[44] Brc1ccc(CNc2cc3c(cc2Br)OCCO3)cc1
[45] Nc1cnn(C2OC(CO)C(O)C2O)c(=O)n1 (stereo not drawn)
[46] O=C(Nc1ccncc1)Nc1cc(Cl)ccc1Cl

assay / compound,37,38,39,40,41,42,43,44,45,46
PfHsp40 yeast,0.7,.,-1.7,4.8,-0.3,-1.0,0.4,2.7,0.6,-0.9
BoNT A protease,1.7,0.0,.,-0.9,-0.5,-7.2,-1.0,-0.4,-1.3,-0.3
FadD28 FP inh,-1.1,-1.1,-2.7,-2.2,3.5,-1.3,-2.7,3.8,-2.2,-8.9
BoNT-F LC inh,-16.1,-6.8,.,1.7,0.7,-9.7,-13.3,-6.1,0.5,2.6
PrPC surface inh,5.1,3.8,-1.2,1.7,.,-1.5,-0.2,-1.9,5.1,6.6
Anthrax LF inh2,-1.2,1.1,.,5.8,3.2,-1.4,-15.9,3.3,-9.8,0.8
Yp Topo-I inh,-8.7,6.0,0.0,-6.8,-6.1,1.0,16.3,7.6,-3.9,-12.7
TcdB GH inh,-8.5,0.0,0.8,0.9,.,.,0.7,-0.1,1.0,5.0
CCHFV vOTU inh,4.2,6.8,15.2,-7.6,.,3.7,9.6,2.9,12.2,3.3

# Assay outcomes (PubChem BioAssay)
